From PubChem BioAssay
3T3 cytotox: kills NIH 3T3 cells; NIH 3T3 viability, CellTiter-Glo ATP luminescence, 48-72 h; 94,000 compounds, 4.3% hits; AID 1345082; Potency, µM (doses to about 96.7 µM), without a hit: at the top dose activity change, negative = cytotoxicity, actives largely listed as inhibitors; further: potency means the concentration at half of the fitted maximal effect; nearly all actives have a fitted effect of over 55% in size
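Luminescent ATP readout (CellTiter-Glo, 10 min RT) after 48 or 72 hr compound exposure of NIH 3T3 cells seeded at 400 cells/well in 1536-well format; quantitative HTS.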
GPT2 inhibitor: blocks human glutamate pyruvate transaminase 2; 100,000 compounds, 0.25% hits; Potency, µM (series often up to 57.7 µM), inactives show at the highest dose activity change, negative = inhibition, usual class: inhibitors; Recombinant GPT2, coupled pyruvate oxidase/HRP Amplex Red fluorescence; further: potency means the concentration at half of the fitted maximal effect; nearly all actives have a fitted effect of over 60% in size; many of its hits are not listed in these tables
Target sequence (Q8TD30 whole entry, looked up): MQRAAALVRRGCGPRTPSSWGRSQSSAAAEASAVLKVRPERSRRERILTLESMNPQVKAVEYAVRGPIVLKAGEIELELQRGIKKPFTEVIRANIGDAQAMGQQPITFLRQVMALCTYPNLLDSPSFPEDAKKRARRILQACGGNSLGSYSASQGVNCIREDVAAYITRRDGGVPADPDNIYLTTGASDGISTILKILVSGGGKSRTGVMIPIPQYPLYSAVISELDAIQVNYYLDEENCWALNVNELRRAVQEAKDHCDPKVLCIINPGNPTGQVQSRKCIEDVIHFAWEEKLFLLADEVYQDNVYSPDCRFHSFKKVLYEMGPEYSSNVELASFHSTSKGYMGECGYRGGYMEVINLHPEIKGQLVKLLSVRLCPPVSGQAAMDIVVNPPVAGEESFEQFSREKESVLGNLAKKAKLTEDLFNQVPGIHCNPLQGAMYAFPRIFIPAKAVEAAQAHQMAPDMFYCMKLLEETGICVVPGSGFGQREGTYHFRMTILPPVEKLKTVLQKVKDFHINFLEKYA
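Inhibition is scored from Amplex Red fluorescence generated when pyruvate oxidase and HRP act on pyruvate released by GPT2. Reactions contain 10ng/uL enzyme, 250uM a-KG and 2mM L-alanine and run 30 min at room temperature.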
HEK cytotox: HEK 293 cell cytotoxicity. HEK 293 viability, ATP luminescence (CellTiter-Glo), 48-72 h. Potency, µM (series often up to 115 µM), inactives show top-dose activity change, negative = cytotoxicity, actives largely listed as inhibitors. 94,000 compounds, 6.6% hits; further: potency means the concentration at half of the fitted maximal effect; nearly all actives have a fitted effect of over 60% in size
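ATP-coupled CellTiter-Glo luminescence served as viability read-out, recorded 10 min after reagent addition at room temperature. HEK 293 cells, 250 cells/well, had been incubated with pintool-transferred compound for 48 or 72 hr at 37 degree Celsius.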
IP6K1 inhibitor: blocks human inositol hexakisphosphate kinase 1. activity change, % (series mostly up to about 58 µM). IP6K1 kinase, ADP-Glo luminescence, 2 h; active compounds read low. Q92551. 140,000 compounds, 0.81% hits. AID 1645851; in the data active means activity change below about -25%
Target sequence (Q92551 whole entry, looked up): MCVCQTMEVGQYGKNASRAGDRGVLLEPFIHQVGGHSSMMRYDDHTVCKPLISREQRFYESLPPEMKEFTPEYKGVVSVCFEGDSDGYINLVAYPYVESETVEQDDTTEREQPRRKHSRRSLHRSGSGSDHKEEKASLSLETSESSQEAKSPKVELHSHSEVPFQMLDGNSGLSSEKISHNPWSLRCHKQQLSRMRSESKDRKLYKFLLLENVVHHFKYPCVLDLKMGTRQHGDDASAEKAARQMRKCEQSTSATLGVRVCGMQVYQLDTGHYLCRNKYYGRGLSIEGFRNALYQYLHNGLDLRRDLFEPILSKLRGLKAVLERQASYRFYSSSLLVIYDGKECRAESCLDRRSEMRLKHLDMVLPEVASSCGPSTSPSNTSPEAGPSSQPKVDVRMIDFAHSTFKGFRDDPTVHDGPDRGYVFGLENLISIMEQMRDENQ
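ADP-Glo luminescence measures ADP made by human IP6K1 during a 2 h RT reaction with ATP/IP6 (mix at 1.3 mM/130 uM); top library doses 57.5 and 19.1 uM final.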
SNCA expr inh: inhibitors of alpha-synuclein (SNCA) gene expression | HEK-293 SNCA-luciferase knock-in, luminescence, 24 h | 140,000 compounds, 0.17% hits | Potency, µM (top dose mostly 57.2 µM), for inactives: at the highest dose activity change, negative = inhibition, usual class: inhibitors;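 further: potency means the concentration at half of the fitted maximal effect; plate controls were DMSO cells for no effect and cell-free wells for full effect; nearly all actives have a fitted effect of over 45% in size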
SNCA viab count: counter-screen for SNCA expression inhibitors: cell viability; 150,000 compounds, 0.12% hits; Potency, µM (highest dose often 57.1 µM), inactives show top-dose activity change, negative = cytotoxicity, hits mostly cytotoxic; AID 1671193; HEK-293-SNCA-luc viability, GF-AFC fluorescence, 24 h;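 further: potency means the concentration at half of the fitted maximal effect; 0% = DMSO-treated cells and -100% = medium-only wells without cells; nearly all actives have a fitted effect of over 30% in size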
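Cytotoxicity counterscreen: after 24 h compound treatment of genome-edited SNCA-luciferase HEK-293 cells, live-cell protease substrate GF-AFC read by fluorescence after 30 min; activity scaled between DMSO (0%) and medium-only (-100%), curves Hill-fitted.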
FLuc inh: inhibitors of firefly (Photinus pyralis) luciferase. Potency, µM (series often up to 115 µM), for inactives: at the highest dose activity change, negative = inhibition, actives largely listed as inhibitors. AID 1347043. purified P. pyralis luciferase, luminescence, biochemical. 76,000 compounds, 2.5% hits; further: potency means the concentration at half of the fitted maximal effect; nearly all actives have a fitted effect of over 65% in size
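Purified P. pyralis luciferase (10nM final) in 50mM Tris acetate pH 7.5, 10mM Mg acetate, 0.01% Tween-20, 0.05% BSA with 10uM D-luciferin and 10uM ATP. Compounds titrated qHTS. Luminescence imaged on CCD.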
* hit, by the source's call; i = inactive; ? = inconclusive; nt = no result given; & = joins results of further samples; ! = not active in a repeat; [ ] = remark or other dose. Unless noted, the call rests on the fitted dose curve; in most records, active means well fitted curve in the direction sought with a large enough effect; inconclusive means small, poorly fitted or top-dose-only effect, or another doubt; inactive means no such curve, though single readings can be large; an effect the other way counts as inactive or inconclusive. Unless noted, on the % scale 0 is the no-effect control and ±100 the full control effect.

#	mol	FLuc inh	3T3 cytotox	GPT2 inhibitor	IP6K1 inhibitor
1	COc1ccccc1-c1ccc(C(=O)N2CCC(NC(=O)c3ccc(C)cc3)CC2)cc1	nt	?	i	-5.7
2	O=C(Nc1ccc(Br)cc1F)N1CC=C(c2c[nH]c3ccccc23)CC1	nt	nt	nt	31.9
3	CCCCn1c(SCC(=O)Nc2cccc(OC)c2)nc2ccsc2c1=O	nt	nt	nt	20.4
4	O=C(Nc1ccc([C@H]2OCC(=O)N(Cc3ccc(F)cc3)[C@@H]2CO)cc1)C1CCOCC1	-3.3%	-15.9%	1.4%	18.6
5	CC1=C(c2ccc(C)c(C)c2)S(=O)(=O)N=C1N1CCC(C(=O)N2CCC(C)CC2)CC1	nt	nt	nt	2.1
6	CC(C)=CCn1c(-c2ccccc2Cl)cn2cc(C(=O)NCCCO)nc2c1=O	9.0%	-16.8%	-3.3%	7.7
7	O=C(Nc1ccc(F)cc1)N1CCC(CCNC(=O)C2(c3ccccc3)CC2)CC1	-1.3%	?	4.8%	2.5
8	COc1ccc(OC)c(CNC(=O)c2ccc(-c3ccc(N4CCSCC4)nc3)cc2)c1	-24.8%	?	-15.0%	-5.2

#	SNCA viab count	SNCA expr inh	HEK cytotox
1	2.0%[12.5 µM]	16.4%	?
2	-11.6%	32.3%[activator]	nt
3	-22.9%	?	nt
4	6.7%	8.0%	-14.3%
5	14.9%	12.7%	nt
6	-2.6%	-3.6%	?
7	7.4%	-6.8%	?
8	0.3%	52.9%[activator]	?

Not a retest: an excerpt of the list.
#	mol	FLuc inh	3T3 cytotox	GPT2 inhibitor	IP6K1 inhibitor
1	COc1ccccc1-c1ccc(C(=O)N2CCC(NC(=O)c3ccc(C)cc3)CC2)cc1	nt	?	i	-5.7
2	O=C(Nc1ccc(Br)cc1F)N1CC=C(c2c[nH]c3ccccc23)CC1	nt	nt	nt	31.9
3	CCCCn1c(SCC(=O)Nc2cccc(OC)c2)nc2ccsc2c1=O	nt	nt	nt	20.4
4	O=C(Nc1ccc([C@H]2OCC(=O)N(Cc3ccc(F)cc3)[C@@H]2CO)cc1)C1CCOCC1	-3.3%	-15.9%	1.4%	18.6
5	CC1=C(c2ccc(C)c(C)c2)S(=O)(=O)N=C1N1CCC(C(=O)N2CCC(C)CC2)CC1	nt	nt	nt	2.1
6	CC(C)=CCn1c(-c2ccccc2Cl)cn2cc(C(=O)NCCCO)nc2c1=O	9.0%	-16.8%	-3.3%	7.7
7	O=C(Nc1ccc(F)cc1)N1CCC(CCNC(=O)C2(c3ccccc3)CC2)CC1	-1.3%	?	4.8%	2.5
8	COc1ccc(OC)c(CNC(=O)c2ccc(-c3ccc(N4CCSCC4)nc3)cc2)c1	-24.8%	?	-15.0%	-5.2

#	SNCA viab count	SNCA expr inh	HEK cytotox
1	2.0%[12.5 µM]	16.4%	?
2	-11.6%	32.3%[activator]	nt
3	-22.9%	?	nt
4	6.7%	8.0%	-14.3%
5	14.9%	12.7%	nt
6	-2.6%	-3.6%	?
7	7.4%	-6.8%	?
8	0.3%	52.9%[activator]	?

Remaining list, next part.
#	mol	FLuc inh	3T3 cytotox	GPT2 inhibitor	IP6K1 inhibitor
9	Cn1nc(-c2nncn2CC2CC2)c2c1CCN(C(=O)C1CC1)C2	-3.2%	4.3%	i	-2.8
10	O=C(Cn1cnnn1)N1CCc2ncnc(NC[C@H]3CCCO3)c2CC1	-10.6%	-1.8%	?	16.7
11	COc1ccc(NC(=O)CSC2=Nc3ccccc3C3=NC(CCC(=O)NC4CCCCC4)C(=O)N23)cc1Cl (stereo unspecified)	nt	nt	nt	-16.1
12	CC(C)(Oc1ccc2c(c1)CCC2)C(=O)N1CCC2(CCCNC2=O)C1 (stereo unspecified)	4.0%	-0.1%	0.1%	-7.1
13	COc1ccc(CCC(=O)N2CCCCCC2CN2CCC(C)CC2)cc1 (stereo unspecified)	nt	?	i	-12.0
14	Brc1cccc(-c2nnn3c2nc(N2CCCCC2)c2ccccc23)c1	nt	nt	nt	29.1
15	Cc1ncc2n1C(=O)N(C1CCN(Cc3ccc(C(F)(F)F)cc3)CC1)C2	5.3%&3.7%	?	-12.5%	-2.5&17.7
16	C#Cc1ccc(-c2ccccc2F)cc1	nt	nt	-0.9%	-4.7

#	SNCA viab count	SNCA expr inh	HEK cytotox
9	3.3%	0.7%	i
10	7.3%	7.5%	-12.5%
11	-9.7%	5.0%	nt
12	1.9%	6.8%	-11.9%
13	?	-9.7%	?
14	17.1%	67.5%[activator]	nt
15	-5.8%&-18.0%	-13.0%&-0.9%	35.5µM*!
16	-14.9%[23.9 µM]	-2.0%[25.6 µM]	nt

Next records.
#	mol	FLuc inh	3T3 cytotox	GPT2 inhibitor	IP6K1 inhibitor
17	CS(=O)(=O)N1CCc2ccc(C(=O)N3CCN(Cc4ccc5c(c4)OCO5)CC3)cc21	?	-6.8%	i	-9.3
18	Cc1cc(=O)n(CC(=O)NCc2ccccc2)c(N(C)Cc2ccccc2)n1	-1.7%	-27.3%	4.9%	20.5
19	Cc1ccc(CNC(=O)Cn2c(C)cc3nc4n(c(=O)c32)CCCC4)cc1	-2.5%	-9.6%	0.8%	-1.2
20	CCOC(=O)c1ccc(NC(=O)c2ccc(=O)n(Cc3cccc(C)c3)c2)cc1	nt	nt	nt	-6.6
21	CCOc1ccc(/C=C/C(=O)Nc2sc3c(c2C(=O)OC)CCC3)cc1	nt	nt	nt	15.3
22	CCC1CN(S(=O)(=O)c2cc(-c3cc(C)no3)ccc2OC)c2cc(Cl)ccc2O1 (stereo unspecified)	nt	nt	nt	3.2
23	COc1ccccc1CNC(=O)c1c(O)nc2c(C)cccn2c1=O	nt	nt	nt	-5.4
24	Cc1ccc(N2CC(NC(=O)Cc3ccc(F)cc3)CC2=O)cc1C (stereo unspecified)	nt	nt	nt	-1.7

#	SNCA viab count	SNCA expr inh	HEK cytotox
17	6.0%	26.9%	?
18	1.5%	7.9%	?
19	-10.1%	9.8%	-9.1%
20	-4.3%	?	nt
21	5.3%	-6.5%	nt
22	10.7%	-11.0%	nt
23	-5.0%	11.0%	nt
24	3.5%	2.8%	nt

Other records follow:
#	mol	FLuc inh	3T3 cytotox	GPT2 inhibitor	IP6K1 inhibitor
25	c1cc(-c2nnc3n2CCN(Cc2ccsc2)C3)ccn1	nt	-12.0%	0.8%	-5.1
26	CCOC(=O)c1ccc(NC(=O)CSc2nc3ccccc3c(=O)n2CCC(=O)NC2CCCCC2)cc1	nt	nt	nt	11.5
27	CCn1nc(C(=O)N2C[C@@H](CN3CCN(C)CC3)[C@@H](CO)C2)cc1C	0.8%	1.0%	4.0%	1.9
28	CN(Cc1cccnc1)c1ccc(C(=O)NCCC2CCCCN2C)cn1 (stereo unspecified)	9.1%	i	i	-4.9
29	Cc1c(Cl)ccc2sc(N3CCN(C(=O)CS(=O)(=O)c4ccccc4)CC3)nc12	nt	nt	nt	46.5
30	CN1CC(=O)N(C2CCNCC2)Cc2c1ncnc2N1CCC(N2CCOCC2)CC1	nt	i	-21.6%	-0.9
31	Fc1ccc(CNC[C@H]2Cn3cc(-c4ccccc4)nc3CO2)cc1	1.9%[172 µM]	?	i	12.2
32	CCc1c(-c2nc(C3CCOC3)no2)[nH]c2ccccc12 (stereo unspecified)	-30.4%	?	i	-4.1

#	SNCA viab count	SNCA expr inh	HEK cytotox
25	7.1%	9.8%	i
26	-5.5%	-1.9%	nt
27	-2.7%	-8.4%	-15.5%
28	-0.5%	-2.1%	15.9%
29	-12.5%	-10.4%	nt
30	-11.4%	-4.1%	i
31	4.2%[87.6 µM]	1.5%[87.6 µM]	?
32	6.0%	31.9%[activator]	?

Additional results.
#	mol	FLuc inh	3T3 cytotox	GPT2 inhibitor	IP6K1 inhibitor
33	O=C(c1cc2ccccc2[nH]1)N1CCN(c2cc(-c3ccccc3)[nH]n2)CC1	?	35.5µM*	i	2.3
34	CCOc1ccccc1NC(=O)COc1ccc(S(=O)(=O)NC2CCCCC2)cc1	nt	nt	nt	-11.3
35	O=C(CCn1cccn1)Nc1ccc(Br)cc1F	nt	nt	nt	-6.0
36	CCCCn1nc(C2CCOC2)nc1-c1cnc(NC)nc1 (stereo unspecified)	0.0%	-5.3%	?	-1.4
37	COC(=O)c1ccc2c(=O)n(CCCCCC(=O)N3CCN(c4ccc(OC)cc4)CC3)c(=O)[nH]c2c1	nt	nt	nt	-9.6
38	CCOc1cccc(CN2CCc3nc(N4CCN(C)CC4)[nH]c(=O)c3CC2)c1	14.4%	-7.1%	4.8%	7.0
39	CCCCOCCOc1nc(-c2ccc(C(=O)O)c(F)c2)sc1C	nt	nt	-10.0%	nt
40	CCn1cc(C(=O)N2CC(n3cc(COCc4ccccc4)nn3)C2)cn1	nt	-17.0%	i	3.1

#	SNCA viab count	SNCA expr inh	HEK cytotox
33	-17.1%	35.0%[activator]	?
34	-3.1%	4.4%	nt
35	-4.8%	71.2%[activator]	nt
36	-0.7%	10.2%	-2.0%
37	?	2.1%	nt
38	-11.1%	18.5%	?
39	-0.7%	85.4%[activator]	nt
40	6.8%	-18.6%	2.6%

Following part
#	mol	FLuc inh	3T3 cytotox	GPT2 inhibitor	IP6K1 inhibitor
41	O=C(COc1ccc(F)cc1)NCC(=O)N1CCCCCCNC(=O)CC1c1ccccc1 (stereo unspecified)	-6.2%	1.0%	i	15.3
42	CCOC(=O)c1cnc2c(ccc3ccccc32)c1Nc1ccc(N(C)C)cc1	nt	nt	nt	-10.6
43	CCOc1ccccc1NC(=O)C1CCCN(S(=O)(=O)c2cccs2)C1 (stereo unspecified)	nt	nt	nt	-3.8
44	CC(C)c1nc(C(=O)N(C)C2CCCN(CCCc3ccccc3)C2)cs1 (stereo unspecified)	5.0%	-29.7%	0.8%	5.3
45	COc1cc(NC(=O)Cn2ccn3nc(-c4ccc(F)cc4)c(CO)c3c2=O)cc(OC)c1	2.8%	-21.5%	3.4%	21.0
46	COc1cc(C(=O)NC2CCCN(c3cc(-c4ccc(F)cc4)[nH]n3)C2)cc(OC)c1OC (stereo unspecified)	12.6µM*	?	-5.4%	0.0
47	COc1nc(-c2ccc(C)cc2)ccc1-c1noc(-c2ccc(C(C)(C)C)cc2)n1	nt	nt	nt	-1.8
48	CN(C(=O)C1=NO[C@@H]2CN(CCc3ccccc3)C[C@H]12)c1ccccc1	-21.7%[172 µM]	-26.0%[138 µM]	3.1%[88.5 µM]	-1.5

#	SNCA viab count	SNCA expr inh	HEK cytotox
41	-2.1%	30.9%[activator]	-4.7%
42	-5.6%	13.9%	nt
43	11.8%	-26.7%	nt
44	-6.0%	-6.9%	?
45	-5.4%	-19.7%	?
46	-17.8%	8.3%	?
47	-1.9%	?	nt
48	3.2%[87.6 µM]	-22.4%[87.6 µM]	?

Some of the compounds tested (hit frequency here may not be typical).
